# Source: PubChem BioAssay (National Center for Advancing Translational Sciences (NCATS))
# uPA surface inh: blocks generation of uPA at the cell surface. 330,000 tested, 0.31% active. cell surface uPA generation assay, qHTS. Potency, µM (titrated, usually from 38.3 µM), for the others: at the highest dose activity change, negative = inhibition, usual class: inhibitors. AID 540303; active = well fitted inhibition curve with a large enough effect; inconclusive = small, poorly fitted or top-dose-only effect; inactive = no such curve, though single readings can be large or run the other way; tested in mouse RAW 264.7 cells; note: % is set by controls: 0 for no effect and ±100 for the full control effect; nearly all actives have a fitted effect of over 55% in size
# BRCA1 expr up: BRCA1 expression activation | 380,000 tested, 1.1% active | Potency, µM (series often up to 46.1 µM), without a hit: top-dose activation, most hits filed as activators | MCF7-BRCA1-FFLuc reporter, luminescence, 48 h; response scale: scaled: vehicle 0%, 10 µM genistein 100%; active = well fitted activation curve with a large enough effect; inconclusive = small, poorly fitted or top-dose-only effect; inactive = no such curve, though single readings can be large or run the other way; note: nearly all actives have a fitted effect of over 80% in size; some results filed as inactive show a strong effect at the top dose
#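 Activators of BRCA1 expression were detected as increased firefly luciferase luminescence in engineered MCF7 cells after 48 h compound incubation. Signals were scaled to genistein 10 microM as full activation.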
# An asterisk follows results filed as active; u = inconclusive; [ ] = another dose, or the depositor's remark. Potency is the fitted concentration of half-maximal effect. Some of the compounds tested; count on the stated rates, not on these rows.
SMILES | uPA surface inh | BRCA1 expr up
CCOC(=O)Cc1csc(NC(=O)CCCCCN2C(=O)c3cccc4cccc(c34)C2=O)n1 | 0.1% | -17.4%
CCOP1(=O)C=C(Sc2ccc([N+](=O)[O-])cc2[N+](=O)[O-])C(C)(C)O1 (configuration not stated) | 0.3% | -5.0%
OCCNc1nnc(-c2ccccc2)c(-c2ccccc2)n1 | 16.0% | 1.7%
N#CC(=C(O)COC(=O)CCCNC(=O)c1ccc(Cl)cc1)c1nc2ccccc2[nH]1 | 1.5% | -3.0%
CCC(C)[C@H]1CN=C(N)N1CC1CCCCC1 (some centres not stated) | u | -3.2%
Cn1c(=O)[nH]c(=O)c2c1nc(N1CCN(C(=O)c3ccco3)CC1)n2CCCSc1ncccn1 | -10.4% | -18.1%
C/C(=N\NC(=O)c1ccc2c(c1)OCO2)c1ccc(NS(C)(=O)=O)cc1 | -15.3% | 50.1%
COc1ccc(NC(=S)NCCCn2ccnc2)cc1 | -0.3% | -1.7%
CN(CCc1ccccc1)C(=O)c1cccc(NC(=O)Cc2cccc(NC(=O)C3CCCN(C(=O)c4ccccc4)C3)c2)c1 (configuration not stated) | 7.2% | -16.5%
CCOc1cc(/C=C(\CC(=O)O)c2nc3ccccc3s2)ccc1OCC(=O)Nc1cccc(C(F)(F)F)c1 | 6.9% | -6.7%
C=CCN([C@H](C(=O)OC)C(C)C)S(=O)(=O)CCNCc1ccccc1 | -0.5% | 0.2%
O=C(CCC(=O)Nc1cccnc1)Nc1cccnc1 | 11.1% | -1.4%
COc1cccc(N2[C@@H](CC(C)=O)c3cc(C(F)(F)F)ccc3S2(=O)=O)c1 | -16.3% | 0.2%
O=C(NN=Cc1ccccc1C(=O)O)C(=O)NN=Cc1ccccc1C(=O)O | 4.2% | -9.2%
CCOC(=O)c1ccccc1NC(=O)c1c(N)n(C)c(=O)[nH]c1=O | 19.2% | -17.0%
CCC(C)C(=O)OC1CCC=C2C=CC(C)C(CCC3CC(O)CC(=O)O3)C21 (configuration not stated) | -13.9% | -44.5%
Oc1ccc(Cc2ccccc2Cl)c(O)c1 | -2.3% | 14.2%
O=C(NCc1cccc(Br)c1)C1CC(c2ccc(C(F)(F)F)cc2)=NO1 (configuration not stated) | 6.6% | -3.8%
O=C(Nc1cccc(C(=O)N2CCCC2)c1)C1CCC1 | 14.6% | 0.3%
CC(=O)OCCCN(C)CC/C=C1/c2ccccc2CSc2ccccc21 | -0.1% | -44.4%
O=C(CN1C(=O)c2ccccc2S1(=O)=O)N1CCN(c2cccc(Cl)c2)CC1 | -2.0% | -2.8%
Cc1ccc(-n2nc(C(=O)N3CCN(C)CC3)c3c4ccccc4n(C)c3c2=O)cc1 | -2.5% | -6.7%
CN(CC(=O)Nc1cc(C(F)(F)F)ccc1-n1cncn1)Cc1nc2ccccc2c(=O)[nH]1 | 6.8% | -18.6%
CCSc1nc(N)nc2c1ncn2C1OC(CO)C(O)C1O (configuration not stated) | 10.7% | -9.4%
CCOC(=O)Nc1ccc2c3c(cccc13)-c1ccccc1-2 | -8.7% | -59.4%
O=C(NC1CCCCC1)c1ccc(-c2ccccc2)cc1 | -19.0% | 2.24µM*
O=C(Nc1ccc(S(=O)(=O)Nc2cnc3ccccc3n2)cc1)c1ccc(F)cc1 | -0.2% | -18.7%
Cc1c([N+](=O)[O-])cnc(Sc2ccccc2)c1[N+](=O)[O-] | 8.91µM* | -78.2%[inhibitor]
Cc1ccc(-n2c(=O)c3c4c(sc3n3c(C)nnc23)COC(C(C)C)C4)cc1 (configuration not stated) | 7.9% | 0.4%
CC=Cc1cc2c(c(=O)o1)C(=O)C(O)C(C)O2 (configuration not stated) | -10.7% | -90.7%
COc1ccc(-c2oc3ccc(N4CCOCC4)cc3c2C#CCO)cc1 | -16.7% | -43.4%
CCc1ccc(N2CC(C(=O)OCC(=O)N(CC)c3c(N)n(Cc4ccccc4)c(=O)[nH]c3=O)CC2=O)cc1 (configuration not stated) | 1.0% | -6.9%
O=C1c2ccccc2C(=O)c2c1cccc2N1CCN(C/C=C/c2ccccc2)CC1 | 1.6% | 20.1%
CC1(C)CC[C@@]23CC[C@]4(C)[C@@](OC2=O)(C3C1)[C@H]1O[C@H]1C1[C@@]2(C)CC[C@H](O)C(C)(C)C2CC[C@]14C (some centres not stated) | 16.1% | -8.1%
Cc1ccc(-c2cc(=O)[nH]c3ccccc23)cc1 | 3.4% | -1.6%
Cc1cccc(NC(=O)c2ccc(C)c(S(=O)(=O)N3CCOCC3)c2)n1 | -4.0% | 20.1%
CC1=Nc2ccc(C)c3nc(C)cc(c23)N1c1ccc(C)cc1 | 0.2% | -0.1%
Cc1cccc(NC(=O)CNC(=O)CN2C(=O)NC(C)(CCC(C)C)C2=O)c1C (configuration not stated) | -5.3% | -24.3%
COc1ccc(S(N)(=O)=O)cc1C(=O)NNC(=O)c1cccc(S(=O)(=O)N2CCOCC2)c1 | 0.1% | 2.1%
O=c1[nH]cnc2c1ccn2C1OC(CO)C(O)C1O (configuration not stated) | 3.98µM* | -79.7%
O=C1c2ccccc2C(=O)N1CCc1c(-c2ccccc2)[nH]c2ccccc12 | 17.4% | -42.8%
C#CCOCCOCCOCCNc1nc(N2CCN(C(=O)Cn3cc(CCO)nn3)CC2)nc(N2CCN(C(=O)[C@H]([C@@H](C)CC)n3cc(CCCCN)nn3)CC2)n1 | -8.4% | 9.1%
Nc1ccc2c(c1)C(=O)c1cc(Cl)c(Cl)cc1-2 | 2.5% | -21.1%
CC(=O)c1cccc(-c2ccc(CN3C(CC(C)C)C(=O)N(Cc4cn(CC5CCCCC5)nn4)CCS3(=O)=O)cc2)c1 (configuration not stated) | -6.8% | -58.3%
O=C(NCCc1ccccc1)c1cccc(NC(=O)C2CC2)c1 | 13.3% | 6.31µM*
C[C@@H](NC(=O)C(=O)c1c[nH]c2ccccc12)c1ccccc1 | 12.5% | 2.8%
O=C(c1ccco1)N1CCN(C(=O)C2CCN(S(=O)(=O)c3cccc4nsnc34)CC2)CC1 | -0.7% | -13.4%
COc1ccc(OC)c(NC(=O)CSc2ncnc3sc(C)cc23)c1 | 1.1% | -1.3%
CC(=O)Nc1ccc(CCCCc2ccccc2)cc1 | -0.3% | 14.0%
Cc1ccc(OCC(=O)Oc2ccccc2[N+](=O)[O-])cc1 | 3.4% | -4.1%
O=[N+]([O-])c1ccc(NN=Cc2ccccc2)nc1 | 0.0% | u
C#CCN1C=CC(=O)[C@@H](OC(=O)Nc2ccc(Br)cc2)[C@H]1c1ccccc1Br | -8.0% | -36.5%
COc1ccc(NC(=O)c2cc(S(=O)(=O)N3CCOCC3)ccc2C)cc1S(=O)(=O)N1CCCCC1 | -11.5% | -6.3%
CN(Cc1ccc(OC(F)F)cc1)C(=O)c1cccc(S(=O)(=O)N2CCN(c3ccccc3)CC2)c1 | u | -32.2%
O=C(c1c(F)c(F)c(F)c(F)c1F)N1CCc2ccccc21 | 2.7% | 0.0%
Cc1ccc(C)c(S(=O)(=O)N2CCN(C(=O)Cc3sc(C)nc3-c3ccc(F)cc3)CC2)c1 | -8.2% | -36.8%
CC(=O)[C@@H]1[C@@H](C)N(Cc2ccccc2)C(=O)N[C@H]1c1ccccc1 | 12.5% | 2.9%
Cc1c(N(C)S(=O)(=O)c2ccc(Cl)c(C(=O)NCC3CCCO3)c2)c(=O)n(-c2ccccc2)n1C (configuration not stated) | -7.6% | -3.6%
O=[N+]([O-])c1cc2c(c3cccnc13)COCO2 | 4.3% | -37.5%
COc1ccc(C#Cc2c(-c3ccc(OC)cc3)oc3ccc(-c4ccc5c(c4)OCO5)cc23)cc1 | 10.6% | -3.9%

# The listing continues.
compound,uPA surface inh,BRCA1 expr up
N#CC1=C(SCC(N)=O)NC(=O)CC1c1cccc2ccccc12 (configuration not stated),0.3%,8.4%
C[C@H]1C=C(C(=O)O)O[C@@H](OCc2ccc(CO)cc2)C1,6.0%,4.1%
Cc1cccc(OCC(=O)Nc2ccncc2)c1,-0.2%,10.2%
C/C(Sc1nnc(Cc2ccccc2)o1)=C(\O)c1ccccc1,-4.8%,-35.7%
CC(C)C(NC(=O)CN(c1ccc2c(c1)OCCO2)S(=O)(=O)c1ccccc1)C(C)C,3.6%,-17.7%
O=C(COc1coc(CN2CCN(c3ccc(F)cc3)CC2)cc1=O)NC1CCCCC1,4.3%,-27.6%
Cc1ccc2ccccc2c1CSc1nc(N)nc2c1ncn2CC(C)C,-4.8%,-84.3%
CCC1CCC/C1=N\NC(=O)c1ccc(Cl)cc1 (configuration not stated),0.4%,-1.3%
CCCC[C@@H]1CN=C(N)N1CCCC,-1.1%,-22.9%
CCCNC(=O)Cn1c(=O)/c(=C/c2ccc(-c3cccc([N+](=O)[O-])c3)o2)s/c1=C\C(=O)C(C)(C)C,-3.0%,-2.0%
CC12CCC3c4cc(CN5CCOCC5)c(O)cc4CCC3C1CCC2=O (configuration not stated),4.0%,-3.4%
C(=NN=C(NN=Cc1cccs1)NN=Cc1cccs1)c1cccs1,-12.1%,-54.6%
CC1CN(Cc2ccccc2)C(=O)NC1=O (configuration not stated),-0.3%,-10.9%
COc1ccc(CCN(C)C(=O)CSc2nc3ccccc3c(=O)n2CC2CCCO2)cc1OC (configuration not stated),11.3%,-19.0%
CCc1ccccc1NC(=O)C1CCCC1,9.8%,1.8%
CCCCN=C1SC(C(=O)Nc2sc3c(c2C(=O)OC)CCC3)C(N)=C1C(=O)N1CCOCC1 (configuration not stated),-3.6%,0.0%
O=C(NC(=S)Nc1ccccc1Br)C1CC1,0.2%,39.8%
CCN(CC)c1ccc(C2C(C(C)=O)C(=O)CC(C)(O)C2C(C)=O)cc1 (configuration not stated),1.7%,-26.5%
CN1CCC(CC(C(=O)N2CCCC2)(c2ccccc2)c2ccccc2)C1 (configuration not stated),-2.5%,-28.9%
Cc1c2cnn(CC(=O)NCCN3CCOCC3)c(=O)c2c(C)n1Cc1ccccc1F,9.0%,-6.3%
Cc1c(C)n(Cc2ccccc2)c2ccc(C(=O)O)cc12,-1.9%,3.9%
O=c1[nH]c2c(=O)[nH]cnc2nc1-c1ccccc1,2.3%,0.8%
Cc1noc(C)c1C(=O)OCC(=O)/C=C1/N(C)c2ccccc2C1(C)C,4.7%,-16.2%
COc1ccc(C(=O)N[C@H](C(=O)OCCCOC(=O)[C@@H](NC(=O)c2ccc(OC)cc2)C(C)C)C(C)C)cc1,-31.3%,-22.3%
Cc1ccc(C2=C(O)C(=O)C(c3ccc(C)cc3)=C(O)C2=O)cc1,-1.3%,-15.2%
COc1ccc(CCNC/C=C/c2ccccc2)cc1,-1.3%,-18.2%
Cc1ccc(S(=O)(=O)Nc2cc(C)cc(CCNC=O)c2C)cc1,1.6%,-16.2%
COc1ccccc1-c1nnc(-c2ccc(C)cc2)o1,-10.7%,60.2%
O=C(NC(=S)Nc1ccccc1O)c1cncc(Br)c1,-18.6%,-58.7%
O=C(Cc1cccc(NC(=O)C2CCCN(C(=O)C3CC3)C2)c1)Nc1cccc(C(=O)N2CCCCC2)c1 (configuration not stated),7.1%,10.1%
O=C1NC[C@H](Cc2ccccc2)N(CC2CCN(CCCC3CCCC3)CC2)C1=O,3.5%,10.7%
O=C1NC(=S)NC1=Cc1ccc2c(c1)CCC2,-2.5%,-16.5%
C=C1C(=O)O[C@@H]2[C@H]3O[C@]3(C)CC/C=C(\C)CC[C@@H]12,u,-45.0%
O=C(c1ccccc1)N1N=C(c2ccc(F)cc2)CC1c1ccc(F)cc1 (configuration not stated),1.0%,-11.8%
COc1ccc(OC)c(C(=O)c2c(C)oc3cc(Br)c(O)c(CN(C)C)c23)c1,-2.1%,-57.5%
COC(=O)C[C@H]1c2cc(F)ccc2S(=O)(=O)N1c1ccc(N(C)C)cc1,8.5%,-11.0%
COC(=O)CC1(CC(N)=O)SCCS1,6.3%,-55.9%
CCOC(=O)N1C(=O)NC(=O)C1c1ccccc1 (configuration not stated),11.1%,15.5%
CCOC(=O)C[C@H]1c2ccc(C(F)(F)F)cc2S(=O)(=O)N1C1CCCC1,-8.4%,0.0%
Cn1c(=O)c2c(nc(CCc3ccccc3)n2C)n(C)c1=O,-3.1%,-16.1%
O=[N+]([O-])c1ccc(CS(=O)c2ccccc2)cc1 (configuration not stated),3.4%,-2.9%
c1ccc(-c2ccc(-c3ccncn3)cc2)cc1,-4.2%,u
CCOC(=O)c1c(NC(=O)CSc2nnc3c(n2)[nH]c2ccccc23)sc2c1CCN(C)C2,5.4%,-19.0%
O=C(Cc1ccc(NC(=O)C2CCCN(C(=O)C3CCC3)C2)cc1)Nc1ccc(C(=O)N2CCOCC2)cc1 (configuration not stated),14.0%,0.6%

# Five successive compounds from above, for reference:
compound,uPA surface inh,BRCA1 expr up
COC(=O)CC1(CC(N)=O)SCCS1,6.3%,-55.9%
CCOC(=O)N1C(=O)NC(=O)C1c1ccccc1 (configuration not stated),11.1%,15.5%
CCOC(=O)C[C@H]1c2ccc(C(F)(F)F)cc2S(=O)(=O)N1C1CCCC1,-8.4%,0.0%
Cn1c(=O)c2c(nc(CCc3ccccc3)n2C)n(C)c1=O,-3.1%,-16.1%
O=[N+]([O-])c1ccc(CS(=O)c2ccccc2)cc1 (configuration not stated),3.4%,-2.9%
